Screening data as filed in PubChem.
MBD2 inh – inhibitors of MBD2 binding to methylated DNA, primary screen, biochemical, TR-FRET, DNA-binding domain, human; 370,000 compounds, 0.31% hits; inhibition, % at 4.4 µM; Methyl-CpG-binding domain protein 2 (Homo sapiens), Q9UBB5; MBD2 binding to methylated oligonucleotide; in the data active means inhibition above about 13%
Target sequence (Q9UBB5 whole entry, looked up, the tested form may be a part): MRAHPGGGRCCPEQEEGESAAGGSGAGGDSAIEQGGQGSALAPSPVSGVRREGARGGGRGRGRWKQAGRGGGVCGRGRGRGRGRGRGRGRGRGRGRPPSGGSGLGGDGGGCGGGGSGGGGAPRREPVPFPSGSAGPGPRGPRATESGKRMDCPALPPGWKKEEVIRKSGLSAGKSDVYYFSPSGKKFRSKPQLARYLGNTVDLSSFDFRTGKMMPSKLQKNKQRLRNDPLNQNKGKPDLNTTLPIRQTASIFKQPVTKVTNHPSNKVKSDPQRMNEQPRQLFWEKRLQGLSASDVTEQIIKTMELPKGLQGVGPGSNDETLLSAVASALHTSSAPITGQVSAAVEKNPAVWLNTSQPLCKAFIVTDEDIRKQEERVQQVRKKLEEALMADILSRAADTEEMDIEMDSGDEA
UHRF1 MBD2 ctr – UHRF1 methylated DNA binding inhibitors, primary screen, counter-screen for MBD2 inhibitor project, biochemical, TR-FRET, human UHRF1, single concentration; inhibition, % at 4.4 µM; 370,000 compounds, 0.75% hits; AID 687016, 2013; UHRF1 binding to methylated oligo; in the data active means inhibition above about 21%;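 further: UHRF1 SRA domain binding a hemimethylated CpG hairpin DNA probe; 0% = median of test compound wells and 100% = reference inhibitor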
rCAG RNA binder – binders of r(CAG) RNA repeats, primary screen, biochemical, fluorescence; inhibition, % at 3 µM; 370,000 compounds, 1.3% hits; r(CAG) RNA repeat, TO-PRO-1 dye displacement fluorescence;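 active means inhibition above the plate cutoff, the mean of all test compounds on that plate plus 3 SD, cut at about 35% in these data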;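 further: 0% = DMSO alone and 100% = 100 µM mitoxantrone as full dye displacement; higher means more dye released from RNA so lower well fluorescence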
PRMT1 inh – PRMT1 methyltransferase inhibitors, primary screen, biochemical, fluorescence polarization; Protein arginine N-methyltransferase 1 (Homo sapiens), Q99873; recombinant PRMT1, activity-based probe fluorescence polarization; inhibition, % at 2.79 µM; 370,000 compounds, 1.3% hits; AID 652257, 2013;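 active means inhibition above about 21% made by adding two undisclosed values, limit read from the data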
ABHD4 inh – ABHD4 inhibitors, primary screen, biochemical, fluorescence polarization, mouse. purified mABHD4, FP-Rh probe fluorescence polarization. 370,000 compounds, 0.54% hits. AID 720543, 2013. (Lyso)-N-acylphosphatidylethanolamine lipase (Mus musculus), Q8VD66. inhibition, % at 8.92 µM;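 active means inhibition exceeding the mean over every tested compound plus 3 SD, cut at about 30% in these data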;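 further: 0% = plate median of compound wells and 100% = S159A mutant with DMSO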
Target sequence (Q8VD66 whole entry, looked up): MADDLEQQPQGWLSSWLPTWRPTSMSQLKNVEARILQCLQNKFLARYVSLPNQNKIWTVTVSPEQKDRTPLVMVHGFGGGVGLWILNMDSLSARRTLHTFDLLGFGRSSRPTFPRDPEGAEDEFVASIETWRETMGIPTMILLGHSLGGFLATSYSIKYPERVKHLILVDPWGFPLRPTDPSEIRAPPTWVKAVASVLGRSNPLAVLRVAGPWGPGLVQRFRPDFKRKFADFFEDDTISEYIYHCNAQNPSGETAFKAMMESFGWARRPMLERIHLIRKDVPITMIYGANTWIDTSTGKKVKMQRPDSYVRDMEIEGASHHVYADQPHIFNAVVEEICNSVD
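Doses – 8.92 µM, single dose · Material – wild-type mouse ABHD4 protein · Replication – single well per compound (singlicate) · Measure – percent inhibition of probe binding, normalized to plate controls · Schedule – 45 min compound pre-incubation plus 60 min probe step, 25 °C · Detection – fluorescence polarization with parallel and perpendicular emission, 525/598 nm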
SIAE primary – human SIAE inhibitors, primary screen, biochemical, fluorescence polarization, FP-Rh probe, 1536-well HTS | Sialate O-acetylesterase (Homo sapiens), Q9HAT2 | SIAE FP-Rh probe binding | inhibition, % at 9.66 µM | 370,000 compounds, 0.69% hits;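 active means inhibition above a cutoff: mean of compounds within the control limits plus 3 SD of those, cut at about 17% in these data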;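 further: 0% = plate median of compound wells and 100% = probe without SIAE protein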
HTRA1 inhibitor – HTRA1 serine protease inhibitors, primary screen, biochemical, fluorescence polarization, HTS; Q92743; recombinant HTRA1, FP-rhodamine activity-based probe; inhibition, % at 5.96 µM; 340,000 compounds, 0.5% hits; AID 504803, 2011; in the data active means inhibition above about 36%;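 further: 0% = enzyme with DMSO and 100% = wells lacking enzyme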
NPR2 activator – human GC-B receptor activators, primary screen, HEK293 GC-B cells, cGMP TR-FRET, EC30 CNP | Atrial natriuretic peptide receptor 2 (Homo sapiens), P20594 | 0% at EC30 CNP, 100% saturating CNP | activation, % at 10 µM | 370,000 compounds, 0.11% hits;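 active means activation at 10 µM reaching about 35% in either raw or pattern-adjusted values, limit read from the data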
TCR CD3 inh – inhibitors of human TCR-CD3 interaction, primary screen, biochemical, fluorescence, TAMRA-labeled TCR probe. 360,000 compounds, 0.37% hits. inhibition, % at 9.4 µM. T-cell receptor (TCR); in the data active means inhibition above about 19%;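 further: recombinant mutant TCR 2C K166C tagged with TAMRA read by polarization; 0% = receptor in buffer alone and 100% = receptor with positive control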
NPR1 activator – GC-A stimulated cGMP production enhancers – HEK293 GC-A cells, cGMP TR-FRET, EC30 ANP, primary screen; Atrial natriuretic peptide receptor 1 (Homo sapiens), P16066; 0% at EC30 ANP, 100% saturating ANP; activation, % at 10 µM; 370,000 compounds, 0.14% hits; in the data active means activation above about 40%
* marks the source's active call; other numbers are inactive results; nt = not tested or not shown. An excerpt, so the mix of outcomes need not match the whole.

SMILES	MBD2 inh	UHRF1 MBD2 ctr	rCAG RNA binder	PRMT1 inh	ABHD4 inh	SIAE primary	HTRA1 inhibitor	NPR2 activator	TCR CD3 inh	NPR1 activator
O=C(Nc1ccc(F)cc1F)N1CCN(C/C=C/c2ccccc2)CC1	-2	-1	0	-8	-2	-2	3	-8	7	4
CCOCCCNC(=O)C(NC(=O)CC1NC(=O)NC1=O)c1ccc(Cl)cc1 (stereo not given)	-4	0	1	1	3	2	1	2	1	0
Cc1cc(C(=O)Nc2cccc(-c3ccc(N4CCOCC4)nn3)c2)ccc1[N+](=O)[O-]	-1	-3	1	-3	-16	-10	-21	14	4	9
O=S(=O)(NC1CC2CCC1C2)c1ccc(Br)cc1 (stereo not given)	1	-2	-1	-8	-1	-5	0	1	2	-4
CC(C)n1cc(CNC(=O)C2CCC(=O)N(Cc3ccccc3F)C2)cn1 (stereo not given)	2	-3	-3	-3	-7	1	1	0	3	0
Cc1ccc(NC(=O)CN2C(=O)S/C(=C\c3cccn3-c3cccc(C(=O)O)c3)C2=O)cc1C	12	14	7	-2	4	-14	-13	-3	1	2
COC(=O)c1ccc(C=NNC(=O)c2cc(-c3ccc(C)c(C)c3)n[nH]2)cc1	-2	1	4	-10	-2	4	nt	-2	nt	-1
Cc1ccccc1-c1nc(CN2CCC(C(=O)NCCC3=CCCCC3)CC2)c(C)o1	4	1	-6	5	5	-3	-14	-10	-1	-5
CC1(C(=O)NS(=O)(=O)c2ccccc2C(F)(F)F)CCN1C(=O)CCc1cccs1 (stereo not given)	5	-1	6	-5	12	2	nt	1	3	0
O=C1C=C(N2CCOCC2)c2ccccc2C1=O	-12	2	6	4	24	-10	21	2	1	-6
CCOC(=O)c1c(NC(=O)C2c3ccccc3Oc3ccccc32)sc(C(C)=O)c1C	-2	-2	7	-4	-5	-36	-24	nt	0	nt
CCOC(=O)C1CCCN(CCC(C)c2ccccc2)C1 (stereo not given)	2	2	-3	2	7	1	-1	5	-2	2
Cc1ccc(/C=N/NC(=O)c2ccc(-n3cccc3)cc2)o1	-2	-4	5	1	-2	-6	-11	2	7	-1
Cc1c(NC(=O)C2CCN(S(=O)(=O)c3ccccc3)CC2)c(=O)n(-c2ccccc2)n1C	-9	1	2	-1	-2	3	0	5	5	-1
COc1cccc(OCC(=O)Nc2ccc(OC)c(OC)c2)c1	0	-4	-7	-1	-2	8	-2	-2	9	1
Cc1ccc(S(=O)(=O)N(C)c2c(C)ccc(S(=O)(=O)NC(C)(C)C)c2C)cc1	-4	-1	-8	2	-7	-4	nt	2	4	-2
CC(=O)Nc1ccc(NC(=O)c2ccco2)cc1	0	0	0	-1	-5	-1	-3	2	5	1
O=C(N/N=C\c1cccnc1)C1c2ccccc2Oc2ccccc21	-1	-3	0	-3	-5	-5	-11	-3	5	-1
O=C(NCc1ccco1)C(C(=O)c1ccc(F)cc1)n1ccccc1=O (stereo not given)	-6	0	0	1	0	3	6	0	5	1
CCCCCOC(=O)Nc1nc(=O)n([C@@H]2O[C@H](C)[C@@H](O)[C@H]2O)cc1F	4	0	2	-2	-2	0	nt	-4	nt	5
NC(=O)CSc1nnc(-c2ccncc2)n1CCc1ccccc1	-4	11	-2	-1	-3	1	0	6	0	3
COCC(=O)N=Nc1c(O)[nH]c2ccccc12	-9	-4	0	3	5	-2	2	-1	-8	-2
CN(C)C(CNC(=O)C1CCN(S(=O)(=O)c2cccc(Cl)c2Cl)CC1)c1ccccc1 (stereo not given)	-1	3	-4	3	-4	-1	-3	-2	-4	0
CCOC(=O)CC(NC(=O)c1cc2cccc(OC)c2oc1=O)c1cccc([N+](=O)[O-])c1 (stereo not given)	5	0	1	6	1	-2	-11	0	1	8
CC(=O)c1ccc(-n2c(-c3cc(-c4ccsc4)n[nH]3)n[nH]c2=S)cc1	-1	-1	8	10	0	0	4	-1	0	2
S=C(Nc1cccc(Cl)c1)N(CCCN1CCCC1)Cc1cccn1Cc1ccc(Cl)cc1	-1	4	-2	3	17	1	-9	-16	-1	-34
Cc1ccc(NC(=O)[C@@H](NC(=O)c2cccc(S(=O)(=O)N3CCOCC3)c2)C(C)C)cc1C	-5	-1	-2	-3	-2	-10	0	5	3	3
CCOc1ccc(C(=O)COC(=O)Cn2[nH]c(=O)c3ccccc3c2=O)cc1	-1	0	3	3	-5	-3	-4	-5	-7	4
CC(C)(C)OC(=O)N(CCc1ccccc1)Cc1cccc(OCc2cccc(NC(=O)C3CCCC3)c2)c1	1	-1	10	2	-14	-16	-26	2	10	1
O=c1[nH]c(CSc2nnnn2-c2ccccc2)nc2ccccc12	-9	-2	-3	-2	1	-2	-3	-5	6	-4

Given with two lines to a compound: three of the compounds above
The line under a structure holds: MBD2 inh, UHRF1 MBD2 ctr, rCAG RNA binder, PRMT1 inh, ABHD4 inh, SIAE primary, HTRA1 inhibitor, NPR2 activator, TCR CD3 inh, NPR1 activator
O=C(N/N=C\c1cccnc1)C1c2ccccc2Oc2ccccc21
 : -1, -3, 0, -3, -5, -5, -11, -3, 5, -1
CC(C)(C)OC(=O)N(CCc1ccccc1)Cc1cccc(OCc2cccc(NC(=O)C3CCCC3)c2)c1
 : 1, -1, 10, 2, -14, -16, -26, 2, 10, 1
O=C(NCc1ccco1)C(C(=O)c1ccc(F)cc1)n1ccccc1=O (stereo not given)
 : -6, 0, 0, 1, 0, 3, 6, 0, 5, 1

Later entries:
SMILES	MBD2 inh	UHRF1 MBD2 ctr	rCAG RNA binder	PRMT1 inh	ABHD4 inh	SIAE primary	HTRA1 inhibitor	NPR2 activator	TCR CD3 inh	NPR1 activator
COc1cc(C(=S)N2CCN(c3cccc(Cl)c3)CC2)ccc1O	-5	-3	0	1	-8	15	-21	5	5	8
CCCOc1ccc(-c2nn(-c3ccccc3)cc2/C=C2\SC(N)=NC2=O)cc1C	-8	-3	5	0	3	-1	-23	0	-3	6
O=S(=O)(NCCSc1ccccc1)c1ccc(F)cc1	3	0	-2	-1	-8	2	-4	2	3	-2
O=C1NC(NS(=O)(=O)c2ccccc2)(C(F)(F)F)C(=O)N1c1cccc(Cl)c1 (stereo not given)	2	-1	7	2	0	2	1	-1	-11	1
COCC(C)N1CCC(Oc2cccc(C(=O)NCCc3ccccc3)c2)CC1 (stereo not given)	-1	1	-7	-1	-5	10	-5	-1	-7	3
CN(NC(=O)C1CC(=O)N(c2ccccc2)C1)C1=NS(=O)(=O)c2ccccc21 (stereo not given)	-3	0	1	-2	-2	-7	4	1	5	2
O=C(Nc1ccccc1Cl)C1CCCN(S(=O)(=O)c2ccc(-n3cnnn3)cc2)C1 (stereo not given)	-2	0	4	0	3	2	4	6	6	3
Cc1cccc(NC(=O)c2ncn3c2C(=O)NC[C@@H]3C)c1	1	2	6	-1	1	-9	-3	-2	-1	0
CC(NC(=O)COC(=O)c1nc(Cl)ccc1Cl)c1ccccc1 (stereo not given)	1	-1	5	-3	0	5	2	2	-4	-4
CC(NC(=O)c1ccc(Br)cc1)c1ccccc1 (stereo not given)	1	0	-2	-4	-1	-2	0	1	-2	-2
CCCc1cc(=O)oc2cc(OCC(=O)Nc3ccc(S(N)(=O)=O)cc3)ccc12	-1	0	16	-1	6	-83	-10	-4	0	-4
Cc1ccc(C(C[N+](=O)[O-])c2c(N)n(C)c(=O)n(C)c2=O)cc1 (stereo not given)	-4	-1	1	1	1	0	-2	3	-5	2
O=S(=O)(c1ccc2c(c1)OCCO2)N1CCC(n2cnc3cc(F)ccc32)CC1	3	-3	-6	-3	-7	4	-19	-1	0	-8
COc1ccc(-n2nnnc2SCC(=O)c2ccc3c(c2)OCCO3)cc1	5	-2	2	-2	0	-1	-4	2	3	0
CC[C@]12c3[nH]c4ccc(OC)cc4c3CCN1C(=O)C(CC(=O)NC/C=C(\C)CCC=C(C)C)C[C@@H]2C(=O)N1CCN(C(=O)c2ccco2)CC1 (stereo not given in full)	1	-1	4	4	6	0	-16	-2	5	0
Cc1ccc(S(=O)(=O)Cn2nnnc2CN(Cc2ccco2)Cc2cccs2)cc1	3	3	5	0	1	5	-19	-4	-3	-3
O=c1[nH]c2cc3c(cc2cc1CN(CCN1CCOCC1)C(=S)NCC1CCCO1)OCO3 (stereo not given)	-3	-3	-6	-3	0	-2	1	0	7	-8
O=C(O)c1cc(NS(=O)(=O)c2cccs2)cc(NS(=O)(=O)c2cccs2)c1	1	1	2	0	7	-3	5	1	-3	6
COc1ccccc1NC(=O)c1sc2ncn(Cc3cccc4ccccc34)c(=O)c2c1C	-4	0	9	0	-4	-20	-18	-2	4	1
CC(NC(=O)COC(=O)c1ccc(CO)cc1)C1CC2CCC1C2 (stereo not given)	-3	-3	4	-2	1	3	-10	2	2	0
Cc1cc(Cl)ccc1NC(=O)NC1CCN(S(=O)(=O)c2ccc(F)cc2)CC1	0	-3	6	1	-1	-5	-6	-1	-2	-6
C=CCN(CC=C)C(=O)c1ccc2nc(Cc3ccc(OC)c(OC)c3)oc2c1	3	2	-3	-3	3	9	6	5	-4	-1
COc1ccc(C)cc1Nc1ccc(C(=O)O)cc1[N+](=O)[O-]	-6	-2	-2	-2	6	-3	6	-4	5	-3
CN1CCc2c(sc(/N=C/c3c[nH]c4ccccc34)c2C#N)C1	0	-2	-16	3	-17	-20	nt	-4	-17	-22
Cc1ccc(OC(=O)c2cc3ccccc3o2)cc1	-5	-1	-3	3	0	3	-6	-7	-9	2
N#CCCN(C(=S)Nc1ccc(S(=O)(=O)N2CCOCC2)cc1)c1ccccc1F	-4	4	1	5	4	-5	-1	1	-6	2
CCN(CC)S(=O)(=O)c1cccc(-c2nnc(SCC(=O)NC3CCCC3)n2N)c1	-4	1	0	-2	-10	2	0	5	1	3
COc1ccc(S(=O)(=O)N2CCCC(C(=O)NC3CCCC3)C2)cc1OC (stereo not given)	2	-1	-4	-1	-8	3	6	1	9	-2
CCOC(=O)c1nc(C)n(-c2ccc(Cl)cc2)n1	3	-2	-1	-1	0	-5	-9	4	10	2
Cc1nc2ccccc2c(=O)n1N(c1ccccc1)c1ccccc1	1	2	-5	-2	3	-2	-6	-6	-4	-3
CC(=O)Nc1cccc(NC(=O)Nc2ccc(F)cc2F)c1	-2	-4	0	-1	0	-6	1	0	-2	0
Cc1ccc2cc(CCNS(=O)(=O)c3ccc(Br)cc3)c(=O)[nH]c2c1C	-4	1	1	-5	-2	2	-8	2	3	-1
O=C(Nc1cccnc1)c1c(F)cccc1F	-3	-2	1	-2	0	9	-2	0	4	2
CC1CN(C(=O)c2ccc(-c3cccc(C(F)(F)F)c3)o2)CC(C)O1 (stereo not given)	4	2	-6	-4	-4	-10	-7	-6	4	-4
CCOc1cccc2sc(N(CCN(CC)CC)C(=O)c3cccc(N4C(=O)CCC4=O)c3)nc12	4	1	-4	-2	-2	8	-10	-1	-2	1
O=C(Nc1ccccc1C(=O)N/N=C/c1ccco1)c1ccccc1Cl	-3	1	1	1	-3	-7	-4	-3	2	-1
